# CHRM1 antagonist – human CHRM1 antagonism. actives 1.3% (n = 360,000). P11229. inhibition, % at 3 µM. CHO-K1 hM1, Fluo-8 calcium fluorescence, ACh EC80 antagonist;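 active = percent inhibition above its own plate's cutoff, namely the mean of that plate's compound wells plus 3 SD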;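 also: peak over basal fluorescence ratio during 140 s after agonist addition; 0% = ACh EC80 plus DMSO and 100% = DMSO alone without agonist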
# Target sequence (P11229 whole entry, looked up): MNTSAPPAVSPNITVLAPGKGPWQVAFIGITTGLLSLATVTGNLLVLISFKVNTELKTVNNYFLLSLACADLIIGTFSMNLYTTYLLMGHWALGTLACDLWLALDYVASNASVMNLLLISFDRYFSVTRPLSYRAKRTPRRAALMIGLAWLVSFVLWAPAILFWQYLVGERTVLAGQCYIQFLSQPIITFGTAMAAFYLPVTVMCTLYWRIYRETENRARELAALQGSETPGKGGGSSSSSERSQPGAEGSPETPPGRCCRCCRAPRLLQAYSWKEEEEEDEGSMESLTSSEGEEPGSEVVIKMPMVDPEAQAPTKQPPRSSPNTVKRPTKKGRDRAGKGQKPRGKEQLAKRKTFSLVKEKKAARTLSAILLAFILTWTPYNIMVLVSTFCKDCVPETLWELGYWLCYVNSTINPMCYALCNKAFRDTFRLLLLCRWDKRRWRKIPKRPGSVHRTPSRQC
# M4 antag – blocks acetylcholine activation of human M4 receptor. P08173. CHO-hM4 cells, ACh EC80, Fluo-8 calcium fluorescence. inhibition, % at 3 µM. actives 0.73% (n = 360,000);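 active = inhibition above its plate's cutoff, the mean inhibition of sample wells plus 3 SD, cut at about 27% in these data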;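 also: 0% = acetylcholine EC80 with DMSO and 100% = DMSO without agonist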
# CHO-K1 Ca antag – nonselective inhibitor or artifact in parental CHO-K1 cells | ATP-induced calcium, Fluo-8 fluorescence | actives 0.6% (n = 360,000) | AID 602250 | inhibition, % at 3 µM;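 active = inhibition above a per-plate cutoff, the plate's mean sample inhibition plus 3 SD, cut at about 24% in these data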;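 also: 0% = DMSO plus EC80 ATP and 100% = DMSO alone without ATP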
# CHRM1 PAM – positive allosteric modulators of human M1 muscarinic receptor. CHO-K1 hM1, Fluo-8 calcium fluorescence, ACh EC20; 0% = ACh EC20, 100% = maximal ACh. activation, % at 3 µM. actives 0.088% (n = 360,000). P11229; in the data active = activation above about 19%, passing the limit was not always enough
# OXTR potentiator – human OXTR potentiation | P30559 | CHO-OTR cells, Fluo-8 calcium fluorescence, potentiator mode; 0% = oxytocin EC15, 100% = EC100 | activation, % at 3 µM | actives 0.061% (n = 320,000);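 active = activation above that plate's cutoff, the mean activation of tested compounds plus 3 SD, cut at about 6.6% in these data, passing the limit was not always enough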;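 also: 100% uses oxytocin at 75 nM as the full agonist control; some results filed as inactive read as strong as hits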
# Target sequence (P30559 whole entry, looked up): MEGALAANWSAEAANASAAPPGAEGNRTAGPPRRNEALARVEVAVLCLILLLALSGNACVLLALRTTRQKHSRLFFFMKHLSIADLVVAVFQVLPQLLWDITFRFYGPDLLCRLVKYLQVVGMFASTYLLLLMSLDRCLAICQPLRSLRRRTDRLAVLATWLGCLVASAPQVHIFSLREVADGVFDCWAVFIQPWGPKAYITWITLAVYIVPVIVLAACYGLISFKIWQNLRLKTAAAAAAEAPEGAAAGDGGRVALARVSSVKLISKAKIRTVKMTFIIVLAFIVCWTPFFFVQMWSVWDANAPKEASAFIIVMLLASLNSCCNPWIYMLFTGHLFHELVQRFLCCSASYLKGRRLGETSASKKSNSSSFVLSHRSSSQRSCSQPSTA
#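 Replication – single well per compound, singlicate · Assay system – CHO cell line stably expressing human OTR · Timing – 6 min pre-incubation, 100 s read · Measure – normalized max/min fluorescence ratio, % activation · Doses – 3.0 µM, one dose · Detection – Fluo-8 calcium dye fluorescence · Probe or stimulus – oxytocin near EC15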
# M4 ag – CHRM4 agonism in calcium assay. P08173. CHO-K1 hM4/Gqi5, Fluo-8 calcium fluorescence; vehicle 0%, full acetylcholine response 100%. activation, % at 3 µM. actives 0.14% (n = 360,000);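 active = activation above the run mean over all test wells plus 3 SD, cut at about 32% in these data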;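 also: peak over basal fluorescence ratio per well then scaled between controls; 0% = DMSO wells and 100% = acetylcholine at EC100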
# CHO parental Ca – signal in parental CHO cells, OX1R antagonist counter-screen; AID 463079; actives 0.63% (n = 330,000); parental CHO-K1, ATP-induced calcium, Fluo-8 fluorescence; inhibition, % at 5.6 µM;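 active = inhibition above that plate's mean sample inhibition plus 3 SD, cut at about 26% in these data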;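 also: 0% = ATP-challenged DMSO wells and 100% = DMSO wells without ATP; some compounds past the cut are filed as inactive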
#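 Measured by: calcium-sensitive Fluo-8 fluorescence / Test system: CHO parental line / Controls: ATP-challenged DMSO wells low, unchallenged DMSO wells high / Measure: % inhibition / Compound: single nominal dose of 5.6 µM per compound / Replicates: single well per compound, no replicates / Reagent: ATP as calcium-mobilizing challenge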
# M1 ag parental – counter-screen for M1 agonists: effect in parental CHO-K1 cells. Fluo-8 calcium fluorescence; scaled to maximal ATP response, vehicle zero. activation, % at 3 µM. actives 0.48% (n = 360,000); in the data active = activation above about 15%;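 also: untransfected CHO-K1 host cells lacking M1 receptor as counterscreen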
# M1 ag – human M1 muscarinic receptor agonism; P11229; CHO-K1 hM1, Fluo-8 calcium fluorescence, agonist mode; 0% DMSO, 100% acetylcholine EC100; activation, % at 3 µM; actives 0.33% (n = 360,000); AID 588814;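 active = activation above the run's mean compound activation plus 3 SD, cut at about 16% in these data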;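 also: peak over basal fluorescence ratio within a 140 s kinetic read after compound addition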
# Active calls of the source: *; nt = not tested or not shown.
SMILES,CHRM1 antagonist,M4 antag,CHO-K1 Ca antag,CHRM1 PAM,OXTR potentiator,M4 ag,CHO parental Ca,M1 ag parental,M1 ag
CC(C)=CCN1CCN(CCCn2cccn2)CC1CCO (stereo unspecified),-3,-2,-11,6,1,1,-4,0.7,-6
CCOC(=O)c1cc(C#N)c(NCc2ccccc2)nc1C,9,-1,-11,-7,-3,-1,-11,0.0,-9
CCc1ccc(OCC(=O)O/N=C(\N)c2cccnc2)cc1,2,-12,9,1,-2,2,-13,1.6,-3
CC(C)(C)Cc1nnc(NC(=O)c2cc(-c3ccccc3)nc3ccccc23)s1,-20,-1,-11,0,-3,0,-4,0.7,-1
COc1ccc(/C(C)=N/NC(=O)c2nc(C)cc(C)n2)cc1,-10,-5,2,9,-7,0,-4,-0.3,-1
Cc1ccc(C(=O)N2CCN(CCNC(=O)C(=O)Nc3ccc(Cl)cc3)CC2)cc1,-16,-5,7,3,nt,5,nt,3.0,-1
CC1CSc2nc3sc4c(c3c(=O)n21)CCCC4 (stereo unspecified),3,4,0,-5,-2,1,-5,0.4,-6
c1ccc(C(c2ccccc2)c2ccn[nH]2)cc1,1,7,-14,4,-4,1,-16,1.3,-8
c1cn(CCCNC2CCCCCCC2)cn1,-10,7,-2,7,2,0,-9,7.3,-6
CN1CCN(NS(=O)(=O)c2ccc(Cl)s2)CC1,-6,-1,-2,5,0,2,0,0.2,-10
O=C(Nc1ccccc1)c1ccc(NCc2ccco2)c(S(=O)(=O)N2CCOCC2)c1,-15,-10,0,10,-15,2,-15,1.8,-4
O=C(O)CCC(NC(=O)OCc1ccccc1)C(=O)O (stereo unspecified),-12,9,3,12,-2,0,-1,0.1,-1
CCCCOc1ccc(C(=O)NCC(=O)NNC(=O)c2ccco2)cc1,-18,0,-8,6,-1,0,-18,0.8,-4
CN(C)c1ccc(NC(=O)Nc2ccc3c(c2)c(=O)n(C)n3-c2ccccc2)cc1,-21,-12,0,3,nt,5,nt,1.0,-8
COc1cccc(N/C(SCc2cccc([N+](=O)[O-])c2)=C(/C#N)C(N)=O)c1,14,0,-11,0,-10,4,-10,3.7,-4
Cc1ccccc1NC(=O)Cc1nc(-c2c[nH]c(C(=O)N3CCCC3)c2)cs1,-9,-11,-29,5,-1,0,-26,0.8,-7
Cc1nc2scc(C)n2c(=O)c1S(=O)(=O)NCc1ccccc1,-13,-16,-13,9,-10,1,-16,1.2,-1
CN1CC2(Cc3c1ccc1ccccc31)C(=O)OC(C)(C)OC2=O,-4,-12,-10,3,-14,2,-2,0.3,-2
Cc1ccc(C)c(NC(=S)NCCN2CCOCC2)c1,-3,7,4,-8,-2,1,-1,-0.2,-3
COc1ccc([N+](=O)[O-])cc1NC(C)C,-5,0,-20,6,8,0,-5,0.9,-8
COCCN1C(=O)c2ccccc2C(C(=O)Nc2ccc3c(c2)OCCO3)C1c1ccc(F)cc1 (stereo unspecified),-1,8,-3,5,-8,0,-29,0.4,-3
COc1ccc(NC(=O)CSC2=NC(=O)CC(C)=N2)cc1,-9,5,-3,7,-1,1,-4,0.0,-4
COc1ccccc1CN1CCNC(=O)C1CC(=O)N(C)Cc1nc(C)cs1 (stereo unspecified),-9,7,0,9,-6,0,-9,1.2,-3
C=CCn1c(SCC(=O)N(CC)C2CCS(=O)(=O)C2)nc2ccccc2c1=O (stereo unspecified),-7,3,-12,5,-4,0,-24,0.4,-4
COc1ccc(OC)c(C(=O)C2COC(=O)C2)c1 (stereo unspecified),-9,10,-12,3,-14,0,0,1.0,-2

# Later entries:
SMILES,CHRM1 antagonist,M4 antag,CHO-K1 Ca antag,CHRM1 PAM,OXTR potentiator,M4 ag,CHO parental Ca,M1 ag parental,M1 ag
Cc1cc(C)cc(NC(=O)c2sc3nc(C)cc(C)c3c2N)c1,-11,0,12,-1,-2,0,-14,0.0,-4
NC(=O)c1cc(S(=O)(=O)NCCCc2ccco2)cs1,1,4,-5,-3,-8,2,3,6.8,0
CCc1ccccc1Nc1nc(N)nc(COC(=O)c2cccn2C)n1,10,-2,-5,-5,-7,2,-17,1.2,-3
CCN1CCN(/C=N/c2nc(C)cs2)CC1,0,6,-3,-5,-6,1,-3,-0.2,-7
O=C(CSc1ccc2ccccc2c1)NCCc1ccc(O)c(O)c1,-4,4,-9,2,-18,11,-12,6.1,5
O=C(NCc1ccc2c(c1)OCO2)C(=O)NCC1OCCCN1S(=O)(=O)c1cc(F)ccc1F (stereo unspecified),-2,-8,-19,-2,-5,15,9,6.6,0
COc1ccc(N2CCN(C(=O)CSc3nnnn3-c3ccc4c(c3)OCCO4)CC2)cc1,6,13,-32,-9,-13,10,-4,8.5,0
Cc1nnc(N(C)C(=O)c2ccc3c(c2)OCO3)s1,-20,-6,-18,13,-2,2,-4,0.7,-7
O=C(Nc1ccccc1)Nc1ccc2c(c1)CCC2,9,2,3,-10,nt,11,nt,7.8,11
CCN1CCN(Cc2nc3c(c(=O)[nH]c(=O)n3C)n2Cc2ccccc2Cl)CC1,12,18,10,-8,-3,0,-7,0.6,-11
COc1cc(/C=C(/C#N)c2nc3ccccc3c(=O)[nH]2)ccc1O,-3,-2,-7,5,-1,2,-11,1.9,0
O=C(NCC1(c2ccccc2)CCCC1)c1ccc(Br)cc1,-5,-17,-12,13,-6,0,-29,-0.3,-2
CCCCOC(=O)c1nc[nH]c1C(=O)OCCCC,-13,-7,-14,7,-11,1,-1,0.2,-3
NC(=O)c1ccc(N2CCCC2)nc1,-2,5,-14,7,nt,1,nt,0.6,-2
CC(C)(C)c1cc(C(=O)N/N=C/c2ccncc2)n[nH]1,-9,-2,-2,11,-1,1,-8,1.2,-3
CCCCN(C(=O)c1ccc(N2CCCC2=O)cc1)c1c(N)n(Cc2ccccc2)c(=O)[nH]c1=O,-3,0,2,3,-7,0,-9,0.6,-4
CCOc1ncccc1C(=O)OCC(=O)c1ccccc1Br,-11,-2,-12,5,-13,4,4,1.9,-5
CN(C(=O)c1ccc2c(=O)n3c(nc2c1)CCCCC3)c1ccccc1F,-2,7,16,13,-16,3,-16,0.4,0
Cc1ccc(C)c(OCCC(=O)NCCc2ccc(S(N)(=O)=O)cc2)c1,-4,2,0,9,-13,0,-7,0.1,-1
C[C@H](O)[C@@H]1CN2CCc3c([nH]c4ccccc34)[C@@H]2C[C@@H]1N(C)C(=O)Nc1cc(Cl)cc(Cl)c1,-10,-2,-5,9,nt,3,nt,1.2,-4
CSc1nsc(SC)c1C(=O)NCCNS(=O)(=O)c1ccc(C)cc1,-18,7,-8,13,1,1,-20,0.4,-2
CCOC(=O)[C@@H]1[C@H]2COc3ccccc3[C@@H]2N2C(=O)N(c3ccccc3)C(=O)[C@@]12C,-5,-9,-14,9,-10,1,-13,0.4,0
Cc1ccc(C(=O)CCC(=O)N2CCC(C(N)=O)CC2)s1,-4,-7,-12,6,-5,2,5,0.7,-4
O=C(O)C[C@H]1c2ccccc2S(=O)(=O)N1c1ccccc1,5,18,-1,-9,-5,0,-7,-0.4,-2
O=C(c1ccco1)N1CCN(S(=O)(=O)c2c(Cl)cccc2Cl)CC1,-16,-15,-48,11,-9,4,-5,2.4,-8

# More records follow.
SMILES,CHRM1 antagonist,M4 antag,CHO-K1 Ca antag,CHRM1 PAM,OXTR potentiator,M4 ag,CHO parental Ca,M1 ag parental,M1 ag
CCOC(=O)N1CCC(NC(=O)CN2C(=O)CSc3nc(C)cc(C)c32)CC1,-2,-2,-9,15,4,0,-5,0.3,6
CC(C)CCOc1ccc(C(=O)NNC(=O)CNC(=O)c2ccccc2F)cc1,-9,1,-4,6,-3,3,-17,0.1,-1
CC12COC3(C(N)=O)CC1CCC32C (stereo unspecified),-13,-4,-11,11,1,1,14,0.3,-6
CCN(CC)c1ccc(Nc2cc3n(c(=O)n2)CCc2cc(OC)c(OC)cc2-3)cc1,6,-5,-6,2,-6,6,-18,2.4,-8
Cc1ccccc1N(C)S(=O)(=O)c1ccc2[nH]cc(C(=O)NCC3CCCO3)c(=O)c2c1 (stereo unspecified),8,9,-4,2,-9,5,-9,3.1,-5
O=C(COC(=O)Cc1ccc([N+](=O)[O-])cc1)NCc1ccc2c(c1)OCO2,-21,-2,-8,8,-5,1,-1,0.1,-1
Cc1ccc(C(=O)NCC(=O)N2CCCCCC2)cc1,-6,12,-5,3,-1,1,-7,1.0,-5
O=C(CC1CCC1)Nc1cccc2c([N+](=O)[O-])cccc12,-23,8,21,19,-8,0,-10,-0.3,-3
CCOC(=O)c1ccc(N2Cc3ccccc3C2=NC(=O)c2cccs2)cc1,0,11,-7,-3,nt,1,nt,0.0,-13
CCCCn1c(OC(=S)N(CC)CC)cc(C)nc1=S,10,-3,9,-8,nt,2,nt,1.5,-10
CC(Sc1nc(N2CCOCC2)nc(N2CCOCC2)n1)C(=O)Nc1ccccc1 (stereo unspecified),0,2,-11,6,-2,1,-22,0.2,-3
C/C(=N\Nc1nc2ccccc2[nH]1)c1ccc(N2CCOCC2)cc1,-6,-10,-18,4,-22,2,-5,1.0,-4
CCOC(=O)N1CCN(S(=O)(=O)c2ccc(F)c(C(=O)Nc3ccc(C)c(Cl)c3)c2)CC1,-3,-2,-7,0,-9,2,-2,0.8,-2
c1cc(-c2nnn(CCOCCn3nnc(-c4ccncc4)n3)n2)ccn1,-6,25,-1,5,-4,10,7,5.7,-5
Cc1ccc(C(=O)OCC(=O)Nc2sc3c(c2C#N)CCC3)cc1,-4,7,-10,-2,-5,0,-2,0.6,-3
CCOC(=O)c1ccc2nc(CCC(=O)N[C@H](C(=O)OC)C(C)C)c(=O)n(CC)c2c1,-7,-7,-8,4,-11,1,1,0.2,-4
CC(C)C(=O)Nc1cccc(NC(=O)c2cccc([N+](=O)[O-])c2)c1,-7,8,-2,8,-4,3,-9,1.6,-1
COC(=O)c1sccc1NC(=O)c1ccccc1[N+](=O)[O-],2,3,-10,0,2,0,-15,0.2,-4
CN=c1scc(-c2ccccc2F)n1/N=C/c1ccc(O)c(O)c1O,-4,-8,-16,3,nt,8,nt,1.9,3
O=C(CCCc1c[nH]c2ccccc12)NCc1ccc2c(c1)OCO2,-29,-4,-3,9,-8,2,-15,1.3,-2
CCCCN(C(=O)c1ccc([N+](=O)[O-])o1)c1c(N)n(CCCC)c(=O)[nH]c1=O,-15,-11,-4,10,-6,1,-22,0.3,0
COc1ccc(Cl)cc1C(=O)NNC(=S)NC(=O)c1ccc(F)c(F)c1,2,-4,-6,-7,-19,0,-2,1.7,37*
C[n+]1ccccc1COc1ccc(C(C)(C)C)cc1,27,17,-6,-24,1,1,-2,0.1,-13

# Three compounds from above, arranged by molar mass, smallest number first:
SMILES,CHRM1 antagonist,M4 antag,CHO-K1 Ca antag,CHRM1 PAM,OXTR potentiator,M4 ag,CHO parental Ca,M1 ag parental,M1 ag
CCCCN(C(=O)c1ccc([N+](=O)[O-])o1)c1c(N)n(CCCC)c(=O)[nH]c1=O,-15,-11,-4,10,-6,1,-22,0.3,0
CCOC(=O)c1ccc2nc(CCC(=O)N[C@H](C(=O)OC)C(C)C)c(=O)n(CC)c2c1,-7,-7,-8,4,-11,1,1,0.2,-4
CCOC(=O)N1CCN(S(=O)(=O)c2ccc(F)c(C(=O)Nc3ccc(C)c(Cl)c3)c2)CC1,-3,-2,-7,0,-9,2,-2,0.8,-2

# High-throughput results: PubChem BioAssay, The Scripps Research Institute Molecular Screening Center
